# RXFP1 agonist: RXFP1 (human) receptor agonism; 0.3% of 370,000 active; Potency, µM (highest dose often 57.5 µM), for the others: at the highest dose activation, most hits filed as activators; HEK293T-RXFP1 cAMP TR-FRET, 30 min; response scale: percent of porcine relaxin response, buffer zero; further: potency means the concentration at half of the fitted maximal effect; on the % scale 0 is the no-effect control and ±100 the full control effect; nearly all actives have a fitted effect of over 60% in size; many of its hits are not listed in these tables
#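 HEK293T cells stably expressing RXFP1 were pretreated with the PDE4 inhibitor Ro 20174, exposed to compounds for 30 min at 37C, lysed, and cAMP was read by TR-FRET. Data normalized to buffer (basal) and 29 nM porcine relaxin (100%).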
# D1 potentiator: potentiators of human D1 dopamine receptor; potentiation, % at 10 µM; HEK293 TREx D1 cells, calcium flux, dopamine EC20 potentiation; P21728; 0.036% of 360,000 active; in the data active means potentiation above about 30%; further: 0% is about no effect
# RXFP1 antag: antagonists of human relaxin receptor RXFP1. HEK293-RXFP1, relaxin-stimulated cAMP HTRF, 30 min; active compounds read low. activity change, negative = inhibition, % at 57.5 µM. 0.59% of 350,000 active. AID 1259400;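 active means activity change of -60% or lower, but not beyond a set lower limit; inconclusive means change between -60% and -40%, or beyond the set limit; inactive means change above -40%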; further: on the % scale 0 is the no-effect control and ±100 the full control effect
# D2 PAM: positively modulates the human D2 dopamine receptor allosterically; HEK293 T-REx D2, calcium flux, EC20 dopamine potentiation; AID 485347; P14416; 0.34% of 340,000 active; potentiation, % at 10 µM;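 active means potentiation over 3 SD above the plate norm, cut at about 30% in these data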; further: 0% is about no effect
# Target sequence (P14416 whole entry, looked up): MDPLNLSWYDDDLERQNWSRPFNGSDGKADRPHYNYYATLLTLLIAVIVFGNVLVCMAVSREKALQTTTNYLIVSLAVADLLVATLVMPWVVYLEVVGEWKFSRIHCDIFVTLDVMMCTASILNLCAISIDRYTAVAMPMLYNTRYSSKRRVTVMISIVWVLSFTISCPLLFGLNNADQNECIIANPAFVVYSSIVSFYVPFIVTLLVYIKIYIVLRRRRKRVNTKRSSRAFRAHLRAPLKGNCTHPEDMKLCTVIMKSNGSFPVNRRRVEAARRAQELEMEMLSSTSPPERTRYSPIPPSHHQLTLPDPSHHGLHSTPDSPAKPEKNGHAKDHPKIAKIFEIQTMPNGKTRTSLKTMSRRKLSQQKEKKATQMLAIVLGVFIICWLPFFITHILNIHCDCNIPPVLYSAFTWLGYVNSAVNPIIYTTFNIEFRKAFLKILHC
#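 Tetracycline-induced HEK293 T-REx cells force-coupled to calcium signalling expressed D2; compounds were pin-added after a 10 s baseline, read kinetically 180 s, then an EC20 dopamine challenge followed with a further 180 s calcium read.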
# TRHR PAM: TRH receptor (human) allosteric enhancement; enhancement, % at 2 µM; TRHR cells, fluo-8 calcium fluorescence, EC20 TRH enhancement; 0.66% of 360,000 active; in the data active means enhancement above about 30%; further: 0% is about no effect
# Target sequence (P34981 whole entry, looked up): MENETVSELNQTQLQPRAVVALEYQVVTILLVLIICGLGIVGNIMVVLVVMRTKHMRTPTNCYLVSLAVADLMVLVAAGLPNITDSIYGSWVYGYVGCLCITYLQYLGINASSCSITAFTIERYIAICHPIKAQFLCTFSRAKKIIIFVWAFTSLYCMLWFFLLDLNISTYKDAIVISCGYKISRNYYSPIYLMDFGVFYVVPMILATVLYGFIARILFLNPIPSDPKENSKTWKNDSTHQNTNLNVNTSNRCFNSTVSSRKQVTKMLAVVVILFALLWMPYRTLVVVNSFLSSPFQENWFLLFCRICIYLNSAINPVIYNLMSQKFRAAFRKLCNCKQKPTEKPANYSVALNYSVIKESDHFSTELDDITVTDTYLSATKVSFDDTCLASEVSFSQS
#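 Enhancer read-out: after compound pinning and an initial kinetic agonist-mode read, an EC20 of TRH (10 nM final) was injected and fluo-8 calcium signal (Ex 480/Em 530) followed at 1 s/cycle for 100 cycles in TRHR-expressing cells.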
# D1 antagonist: human D1 dopamine receptor antagonism; HEK293 TREx D1 cells, calcium flux, dopamine EC80; active compounds read low; activity change, negative = inhibition, % at 10 µM; 3.2% of 360,000 active; AID 504652; in the data active means activity change below about -30%; further: on the % scale 0 is the no-effect control and ±100 the full control effect
#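 Cells carrying a force-coupled, tetracycline-inducible human D1 receptor report calcium flux. Each well gets a 10 s baseline, compound with 180 s monitoring, then an EC80 dopamine stimulus with a second 180 s kinetic read.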
# D1 agonist: activates the human D1 dopamine receptor | HEK293 T-REx D1 cells, calcium flux, agonist mode | activation, % at 2 µM | 1% of 360,000 active | AID 504660; in the data active means activation above about 30%; further: 0% is about no effect
#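 Inducible HEK293 T-REx D1 cells, force-coupled to calcium signalling, were plated at 4000 cells/well with tetracycline and held overnight at 30 C. After no-wash calcium dye loading, compound-evoked calcium rise over 180 s flagged agonists.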
# TRHR ag: TRH receptor (human) agonism; P34981; 0.18% of 360,000 active; TRHR cells, calcium flux fluo-8, FDSS agonist mode; activation, % at 2 µM; AID 493084; in the data active means activation above about 30%; further: 0% is about no effect
#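 TRHR-expressing cells loaded with fluo-8 calcium dye; 23 nL library compound pin-transferred, kinetic FDSS fluorescence (Ex 480/Em 530) recorded about 180 s for agonist-induced calcium release, before a 10 nM TRH EC20 addition for potentiator mode.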
# Apoferritin bind: binds horse apoferritin like a general anesthetic. AID 485281. apoferritin/1-aminoanthracene competitive binding, fluorescence. 0.074% of 350,000 active. Potency, µM (highest dose often 77.5 µM), for the others: at the highest dose activity change, negative = displacement, actives largely listed as inhibitors. P02791; further: potency means the concentration at half of the fitted maximal effect; on the % scale 0 is the no-effect control and ±100 the full control effect; nearly all actives have a fitted effect of over 20% in size
# Target sequence (P02791 2-175 limits assumed): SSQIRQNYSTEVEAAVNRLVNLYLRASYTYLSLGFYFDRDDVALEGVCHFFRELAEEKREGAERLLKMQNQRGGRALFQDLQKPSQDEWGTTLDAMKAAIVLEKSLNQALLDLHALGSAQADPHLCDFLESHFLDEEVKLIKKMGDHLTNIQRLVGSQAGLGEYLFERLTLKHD
#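 Read-out: endpoint 1-AMA fluorescence, excitation 380 nm and emission 535 nm, after compounds sit 10 min at room temperature with 10 uM horse-spleen apoferritin in 50% saturated 1-AMA/PBS. Values come from four-parameter Hill fits.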
# Starred values were filed as active, the others as inactive; ? = inconclusive; nt = no result given; & = joins results of further samples; [ ] = another dose, or the depositor's remark. Unless noted, the call rests on the fitted dose curve; in most records, active means well fitted curve in the direction sought with a large enough effect; inconclusive means small, poorly fitted or top-dose-only effect, or another doubt; inactive means no such curve, though single readings can be large; an effect the other way counts as inactive or inconclusive. The list is partial; rates above refer to the full screens.
SMILES,RXFP1 agonist,D1 potentiator,RXFP1 antag,D2 PAM,TRHR PAM,D1 antagonist,D1 agonist,TRHR ag,Apoferritin bind
CN(O)/C=N/C(=S)Nc1ccc(Cl)cc1Cl,0.8%,-6,9,-1,3,-4,6,-0.2,?
Cc1ccc(S(=O)(=O)/C(C#N)=C/c2c(N3CC(C)OC(C)C3)nc3ccccn3c2=O)cc1 (configuration not stated),3.2%,-6,6,-6,10,-9,6,2.6,?
CCn1c(C)nc2cc(OC)ccc21,2.1%,8,-24,3,0,-1,3,0.5,3%
CC(C(=O)NC1=NCCS1)(C(F)(F)F)C(F)(F)F,3.8%,-1,2,-3,3,-7,3,-0.2,-9%
CCN(CC)S(=O)(=O)c1ccc(C(=O)NCC2(N3CCOCC3)CCCCC2)cc1,-0.2%,7,-3,6,4,10,2,-0.1,nt
O=C(CSc1ccc(-c2ccco2)nn1)NC1CCCC1,4.3%,-5,-19,4,0,1,-1,-0.2,-8%
Cc1ccc(N(CC(=O)NC2CC2)S(=O)(=O)c2ccccc2)c(C)c1,2.0%,14,2,2,20,4,0,-1.1,-8%
Cn1c2c(c3cc([N+](=O)[O-])ccc31)CCCC2,2.0%,-4,-23,-5,-10,4,0,0.0,-6%
O=S(=O)(Nc1ccccc1C(F)(F)F)c1ccc(N2CCCCS2(=O)=O)cc1,2.3%,-1,-2,2,3,-2,8,-1.3,43%[activator]
CC(C)c1ccc(Nc2nnc(SCC(=O)c3nnc(-c4ccccc4)o3)s2)cc1,-0.2%,-4,-83*,-3,-6,-24,2,0.2,?
COc1ccc(-c2cc(C(F)F)n3ncc(C(=O)N4CCSCC4)c3n2)cc1,4.4%,4,6,-3,0,10,2,-0.7,2%
COc1ccc(OC)c(NS(=O)(=O)c2ccc(-n3cccn3)cc2)c1,2.4%,-1,0,-1,3,-14,3,0.4,-1%
COc1ccc(NCc2cc(=O)oc3cc(NC(C)=O)ccc23)cc1,2.4%,4,0,5,0,-20,2,-0.5,-4%
Nc1nonc1C(=O)N/N=C\c1cc2c(cc1Cl)OCO2,-2.1%,-2,3,6,1,-14,0,-0.7,-5%
O=c1c2ccccc2c(=O)n2n1Cc1ccccc1C2,?,-8,8,-10,-22,-13,1,-0.3,-6%
Cc1cccc(C(C(=O)NC2CCCCC2)N(Cc2cccnc2)C(=O)c2csnn2)c1 (configuration not stated),1.4%,nt,-9,3,3,-1,2,-0.8,2%
O=C(COc1ccc(Br)cc1)NCc1ccccn1,0.5%,-5,-3,nt,4,7,-1,-0.2,-2%
COc1ccc(NC(=O)CSCC(=O)N2CCCc3ccccc32)cc1,-0.8%,6,-8,-2,-5,-24,1,-0.3,nt
Cc1ccc(C)c(NC(=S)NCC(c2cccnc2)N2CCOCC2)c1 (configuration not stated),1.1%,-12,-8,-3,-6,-2,-1,0.7,6%
COc1ccc(-c2cnc(C)o2)cc1S(=O)(=O)Nc1c(C)cc(C)cc1C,-0.1%,-1,nt,-4,-5,8,6,-0.7,-2%
Cc1ccc2oc(=O)c3cnn(CC(=O)NCCC(C)C)c3c2c1,4.3%,-14,-2,-6,-11,-37*,3,0.1,3%
O=c1c(-c2ccnn2-c2cccc(Cl)c2)cnc2n1CCS2,1.0%,6,-13,-6,2,-9,-2,0.3,-13%
O=C(C1Cc2ccccc2CN1S(=O)(=O)c1cccs1)N1CCCCC1 (configuration not stated),3.3%,-4,5,-5,1,12,-1,0.3,-14%
NC(=O)CSc1nnc(-c2ccc(S(=O)(=O)N3CCCC3)cc2)o1,0.2%,-8,-13,6,19,17,1,-0.7,4%
Cc1noc(C)c1C(=O)N1CCCc2ccccc21,1.5%,-6,-6,-3,0,27,2,-0.2,-10%
Cc1ccc(Cn2cc(CCC(=O)NCc3ccc(OC(C)C)cc3)c3ccccc32)cc1,0.3%,-4,-7,2,-5,-10,6,0.7,74%[activator]
O=C(NCc1ccco1)Nc1cccc([N+](=O)[O-])c1,1.6%,-3,-6,nt,-4,-22,7,0.5,7%
CN(CCC1CCOCC1)C(=O)CC1C(=O)NCCN1Cc1ccoc1 (configuration not stated),0.9%,4,-3,1,-1,-3,0,0.0,-6%
Cc1ccc(CSc2nc3ccncc3[nH]2)cc1,0.2%,nt,3,-4,-6,-23,4,-0.2,-20%
COc1cc2c3c(c1)c(N=NC(N)=S)c(O)n3C(C)(C)C=C2C,0.0%,2,-15,-3,-11,5,4,-0.1,3%
CCOC(=O)C(NCCCCl)c1ccccc1 (configuration not stated),2.2%,-4,7,-3,-3,-1,2,0.5,-4%
O=C(Nc1ccccn1)C12CC3CC(C1)CC(C(=O)Nc1ccccn1)(C3)C2,-1.2%,0,3,-10,-3,12,0,0.0,5%
CCc1ccc(S(=O)(=O)c2nnn3c2nc(N2CCN(c4ccccc4)CC2)c2cc(Cl)ccc23)cc1,4.7%,2,-9,3,0,26,1,0.0,3%
O=C(O)CSc1nnc(COc2cccc3ccccc23)n1Cc1ccccc1,-1.2%,-2,-7,6,-9,-5,2,0.3,-4%
O=c1oc(-c2ccc([N+](=O)[O-])cc2)nc2ccccc12,12%,0,-3,3,-1,2,2,0.2,-5%
O=c1c2[nH]c3ccc(Cl)cc3c2ncn1Cc1ccccn1,4.1%,9,nt,26,8,-4,-2,-0.2,4%
CCOC(=O)C1CCN(Cc2cnc(NC(=O)OC)s2)CC1,1.5%,-6,-4,-13,4,0,3,0.3,-6%
COC(=O)C1=C(C)N(C2CCCC2)C(=O)C1(NC(C)=O)C(F)(F)F (configuration not stated),-0.2%,-5,1,2,1,-1,2,1.3,6%
COc1ccc(CCN2C(=O)CSC2c2ccc(OC)c(OC)c2)cc1OC (configuration not stated),-0.6%,-4,0,7,18,-19,0,-0.1,-2%
CC(C)(C)c1ccc(/C=N/NC(=S)NC2CCCCC2)cc1,2.4%,0,-6,nt,-3,2,-1,0.4,-8%
O=C(Cc1ccc(F)cc1)Oc1ccc(C(=S)N2CCCC2)cc1,0.9%,-5,-2,-3,2,0,5,-0.8,-22%
S=c1[nH]nc(CSCCOc2ccccc2)o1,-1.7%,-2,-14,1,-3,-4,2,0.6,4%
O=c1c2oc3ccccc3c2ncn1Cc1ccc(F)cc1,13%,-7,-10,2,-8,-5,0,0.0,-6%
CCn1c(CNC(=O)c2ccc(OC)cc2)nnc1SCC(=O)Nc1ccc(F)cc1,3.2%,-1,nt,9,2,-10,2,0.3,-4%
CCN1CCN(c2ccc(S(=O)(=O)N3CCCCC3)cc2NC(=O)/C=C/c2cc(OC)ccc2OC)CC1,2.4%,-10,-3,-1,30*,2,4,0.6,-6%
O=C(NNc1c2ccccc2nc2ccccc12)C(O)c1ccccc1 (configuration not stated),-38%[inhibitor],-3,-15,nt,7,3,0,-0.8,-18%
Cc1c(NC(=O)c2cccc(NS(C)(=O)=O)c2)c(=O)n(-c2ccccc2)n1C,0.2%,-2,12,1,1,-16,3,0.3,-10%
O=C(CN1CCN(S(=O)(=O)N2CCCCC2)CC1)Nc1cc(Cl)cc(Cl)c1,1.1%,-7,-7,nt,-5,6,4,-0.8,-6%
COc1cc(Br)c(-c2sc(Nc3ccccc3)n[n+]2-c2ccc(F)cc2)cc1OC,4.0%,-4,nt,-9,1,-2,-2,-0.6,?
Cc1nnc(SCCN2C(=O)c3ccccc3C2=O)[nH]c1=O,-0.2%,-3,1,0,12,5,1,0.9,6%
COc1ccc(CC2CC(=O)N(c3ccc(C)cc3)C2=O)cc1 (configuration not stated),-0.2%,0,9,0,1,7,1,0.1,-17%
COc1ccc(OC)c(/C=C/C(=O)OCC(=O)Nc2cccc(C(C)=O)c2)c1,6.2%,-2,11,-2,3,13,7,0.0,21%
Cc1csc(NC(=O)Cc2coc3cc(C)c(C(C)C)cc23)n1,1.2%,-1,?,nt,3,-2,-1,1.3,-6%
COc1cccc(CNc2nc3ccccc3n2C)c1O,1.7%,-20,-4,nt,1,2,1,-0.1,-12%
CC(C)C(C)NC(=O)COn1nnc2ccc(S(=O)(=O)N3CCOCC3)cc21 (configuration not stated),2.7%,-7,-1,-2,1,-1,1,0.1,nt
C#CCOCCOCCOCCNc1nc(N2CCN(C(=O)[C@H](CCC(=O)O)n3cc(C(N)[C@H](C)CC)nn3)CC2)nc(N2CCN(C(=O)[C@H](Cc3ccc(O)cc3)n3cc(C(N)[C@H](C)CC)nn3)CC2)n1 (some centres not stated),5.9%,-3,nt,-6,-1,-17,1,-0.3,-2%
CS(=O)(=O)c1ccc(N2CCN(c3ccccn3)CC2)c([N+](=O)[O-])c1,3.1%,7,-20,4,0,-19,1,-0.2,-4%
CCOc1ccc(NC(=O)CCn2ccnc2)cc1,0.9%,14,21,-7,1,1,1,-1.1,5%
O=C(Cc1ccccc1)NCC1CCCO1 (configuration not stated),-0.2%,-1,16,-12,8,-1,2,0.7,-11%
COc1ccc(C(CCN2CCN(c3ccccc3)CC2)c2c(O)cc(OC)cc2OC)cc1 (configuration not stated),0.0%,-9,nt,-29,-5,-84*,1,0.1,-13%&3%

# (more compounds)
SMILES,RXFP1 agonist,D1 potentiator,RXFP1 antag,D2 PAM,TRHR PAM,D1 antagonist,D1 agonist,TRHR ag,Apoferritin bind
C/C(=N\NC(=O)Cc1c(C)[nH][nH]c1=O)c1cccc(Br)c1,-4.8%,0,21,18,9,10,2,-0.9,12%
CCOC(=O)c1c(O)c2cccc3c2n(c1=O)CC3,-1.3%,-2,-25,-13,-1,7,2,-0.5,15%
O=C(COc1ccc2c3c(c(=O)oc2c1)CCC3)Nc1ccc(CCO)cc1,15%,-7,-37,-3,-1,1,10,0.3,-3%
O=C(CNCc1ccccc1)Nc1ccc(Cl)cc1,1.8%,1,9,5,9,23,0,-0.1,0%

# Full records, quoted from the list. Screens in order: RXFP1 agonist, D1 potentiator, RXFP1 antag, D2 PAM, TRHR PAM, D1 antagonist, D1 agonist, TRHR ag, Apoferritin bind
# C/C(=N\NC(=O)Cc1c(C)[nH][nH]c1=O)c1cccc(Br)c1 is listed as -4.8%, 0, 21, 18, 9, 10, 2, -0.9, 12%
# O=C(COc1ccc2c3c(c(=O)oc2c1)CCC3)Nc1ccc(CCO)cc1 is listed as 15%, -7, -37, -3, -1, 1, 10, 0.3, -3%

# High-throughput results: PubChem, National Center for Advancing Translational Sciences (NCATS)
